From PubChem
DAX1 inh-1 = DAX1 (NR0B1) inhibition, primary screen; HEK293T StAR-luciferase reporter, SF-1/DAX-1 repression relief; inhibition, % at 6.8 µM; 370,000 tested, 1.1% active; AID 652010;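 active = inhibition above the mean over all tested compounds plus 3 SD, cut at about 3.6% in these data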;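 also: 0% = DAX-1 cells with DMSO and 100% = cells lacking DAX-1 with DMSO; higher inhibition means more luminescence from relief of DAX-1 repression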
GAA850 FXN act = increases GAA850 frataxin promoter reporter activity; activation, % at 6 µM; 360,000 tested, 0.56% active; HEK293 lucGAA850 FXN promoter luciferase reporter, 24 h; percent of 10 µM SAHA response;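 active = activation above the average of all compounds screened plus 3 SD, cutoff fixed separately per campaign, cut at about 7.5% in these data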;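 also: 0% = DMSO wells and 100% = 10 µM SAHA wells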
SMARCA2 act = increases SMARCA2 function in MMTV reporter cells. 370,000 tested, 1% active. MG213 cells, MMTV-luciferase reporter, dexamethasone, overnight. activation, % at 9.1 µM; in the data active = activation above about 7.8%;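 also: 0% = vehicle wells and 100% = reference activator wells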
ADAM17 inh = inhibits human ADAM17; AID 720648; recombinant ADAM17, EDANS/DABCYL FRET peptide cleavage; P78536; inhibition, % at 6.95 µM; 370,000 tested, 0.83% active;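 active = inhibition above the mean of compounds lying between control limits plus 3 SD, set per campaign, cut at about 8.5% in these data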;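 also: 0% = DMSO-only wells as the low control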
Target sequence (P78536 215-824 limits assumed): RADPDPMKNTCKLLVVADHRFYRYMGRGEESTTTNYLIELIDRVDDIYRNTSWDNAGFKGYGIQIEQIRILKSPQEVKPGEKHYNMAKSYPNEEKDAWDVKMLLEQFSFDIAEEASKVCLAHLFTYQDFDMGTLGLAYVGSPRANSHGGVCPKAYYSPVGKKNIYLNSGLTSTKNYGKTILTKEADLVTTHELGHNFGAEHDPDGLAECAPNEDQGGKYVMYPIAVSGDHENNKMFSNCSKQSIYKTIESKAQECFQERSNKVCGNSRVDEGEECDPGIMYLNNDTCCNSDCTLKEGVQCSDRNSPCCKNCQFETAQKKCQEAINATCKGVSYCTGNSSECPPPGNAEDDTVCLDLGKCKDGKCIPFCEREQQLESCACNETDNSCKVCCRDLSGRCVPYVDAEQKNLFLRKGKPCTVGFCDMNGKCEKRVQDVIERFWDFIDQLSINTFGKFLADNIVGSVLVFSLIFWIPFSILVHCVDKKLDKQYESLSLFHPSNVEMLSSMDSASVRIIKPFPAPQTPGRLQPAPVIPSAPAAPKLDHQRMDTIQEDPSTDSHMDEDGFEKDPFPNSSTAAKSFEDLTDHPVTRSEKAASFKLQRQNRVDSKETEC
ADAM10 inh = ADAM10 inhibition, QFRET primary screen. O14672. recombinant ADAM10, EDANS/DABCYL FRET peptide cleavage, 3 h. inhibition, % at 7 µM. 370,000 tested, 0.62% active. AID 720582;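 active = inhibition above a per-campaign cutoff equal to the mean of compounds falling between control-based bounds plus 3 SD, cut at about 20% in these data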;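 also: 0% = DMSO wells while the 100% control is not disclosed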
hgDAF-12 ag = agonists of H. glycines DAF-12 nuclear receptor | HEK293 GAL4-hgDAF12 UAS-luciferase reporter, agonist luminescence; normalized to butyrate control | 370,000 tested, 1.8% active | activation, % at 6.8 µM;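 active = activation above a cutoff set at the mean of all screened compounds plus 3 SD, cut at about 10% in these data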;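 also: 0% = DMSO wells and 100% = sodium butyrate wells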
DAX1 inh-2 = inhibits human nuclear receptor DAX1 | AID 504766 | inhibition, % at 6.75 µM | HEK293 Gal4-DAX1 luciferase reporter, luminescence | 340,000 tested, 0.99% active;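 active = inhibition above the mean over all tested compounds plus 3 SD, cut at about 4.2% in these data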;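 also: 0% = DAX1-transfected cells with DMSO and 100% = empty-vector control cells with DMSO; inhibition shows as a rise in luminescence from relieved DAX1 repression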
Target sequence (P51843 207-470 limits assumed): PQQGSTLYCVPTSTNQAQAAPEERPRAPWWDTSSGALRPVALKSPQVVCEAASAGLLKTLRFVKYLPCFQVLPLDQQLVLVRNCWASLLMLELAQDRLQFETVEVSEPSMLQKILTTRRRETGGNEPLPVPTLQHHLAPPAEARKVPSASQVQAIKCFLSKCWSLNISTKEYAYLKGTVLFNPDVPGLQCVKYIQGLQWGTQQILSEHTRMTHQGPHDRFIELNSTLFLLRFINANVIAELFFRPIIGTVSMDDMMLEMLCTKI
hcDAF-12 act = activators of H. contortus DAF-12 nuclear receptor; HEK293 hcDAF-12 lit1-tk-luc reporter, luminescence; 0% DMSO, 100% Δ7-dafachronic acid; activation, % at 6.8 µM; 370,000 tested, 1.4% active; AID 652067;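 active = activation above the mean of all tested compounds plus 3 SD, cut at about 5.5% in these data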;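 also: 100% = response to 3 µM Δ7-dafachronic acid high control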
ssDAF12 agonist = S. stercoralis DAF-12 activation, primary screen | HEK293 ssDAF-12/GRIP1 lit1-tk-luc reporter, luminescence; % of 3 µM dafachronic acid response | activation, % at 6.8 µM | 370,000 tested, 1% active | AID 652126;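 active = activation above the mean over all tested compounds plus 3 SD, cut at about 0.9% in these data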;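 also: 0% = DMSO-only wells and 100% = 3 µM delta7-dafachronic acid wells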
NPR1 activator = GC-A (human) enzyme activation; P16066; HEK293 GC-A cells, cGMP TR-FRET, EC30 ANP; 0% at EC30 ANP, 100% saturating ANP; activation, % at 10 µM; 370,000 tested, 0.14% active; in the data active = activation above about 40%
PG9 Ab binder = PG9 antibody binding by small molecule; 360,000 tested, 0.43% active; inhibition, % at 6.7 µM; TR-FRET gp120-PG9 antibody binding; in the data active = inhibition above about 8.5%
An asterisk follows results filed as active; i = inactive; nt = no result given.

SMILES | DAX1 inh-1 | GAA850 FXN act | SMARCA2 act | ADAM17 inh | ADAM10 inh | hgDAF-12 ag | DAX1 inh-2 | hcDAF-12 act | ssDAF12 agonist | NPR1 activator | PG9 Ab binder
Cc1nn(-c2ccccc2)c(C)c1/C=N/NC(=O)c1cc(C(C)(C)C)[nH]n1 | 0.2 | 0.7 | 2.1 | 0.4 | 6.8 | -0.3 | -1.2 | -1.9 | -1.2 | -2.9 | -1.9
CN1CCN(c2ccc(C(=O)c3cn(-c4ccc(F)c(Cl)c4)nn3)cc2)CC1 | -0.2 | 1.1 | 1.1 | -3.3 | -2.5 | 1.2 | 0.1 | -1.5 | 0.4 | 9.2 | 0.0
COc1ccc(Cl)cc1C(=O)NNC(=O)CSc1nncn1C | 0.4 | -1.6 | 0.5 | -0.4 | 3.8 | -3.6 | -0.5 | 0.8 | -0.2 | -0.7 | 2.0
O=C(CN1CCN(S(=O)(=O)c2ccc3ccccc3c2)CC1)NC(=O)NC1CCCCC1 | -1.0 | 2.0 | -2.2 | -0.3 | 4.3 | -1.4 | -0.7 | -1.3 | -1.5 | 2.9 | -0.6
Cc1ccc(-n2ncc3c(=O)[nH]c(SCC(=O)N4CCCC4)nc32)cc1C | 0.6 | 1.0 | -1.0 | -1.1 | -9.0 | 0.4 | 1.0 | -1.4 | -1.2 | 20.8 | 0.7
COc1ccccc1N1CCN(C(=O)c2ccc3[nH]c4c(c3c2)CC(C)CC4)CC1 (configuration not stated) | -0.4 | 2.2 | -0.3 | 4.8 | 12.7 | -1.9 | -1.8 | -1.2 | -1.5 | -12.1 | -2.6
COC(=O)Cc1csc(Nc2ccc(Cl)cc2)n1 | -0.3 | 4.7 | 0.9 | 0.4 | -1.0 | 2.9 | 1.0 | -0.6 | -1.4 | 0.9 | -2.3
Cc1ccc(C2=NN(CCC(=O)NCc3ccc4c(c3)OCO4)C(=O)CC2)cc1 | -0.4 | 1.7 | -0.2 | 1.1 | -1.6 | -0.5 | -0.9 | 0.9 | -2.1 | 1.2 | 1.1
COc1cc(/C=N/NC(=O)c2cc(-c3ccccc3C)nc3ccccc23)cc(OC)c1O | -0.1 | -1.5 | 2.0 | 2.4 | 10.4 | -1.4 | nt | -0.8 | -1.0 | 5.0 | -2.1
CCOC(=O)Cn1c(-c2cccnc2)nc(-c2ccccc2)c1-c1ccccc1 | -0.7 | 0.5 | -0.5 | -1.2 | 5.3 | 1.5 | -1.7 | -2.9 | -1.4 | -17.2 | -2.6
Cc1ccc(CN[C@@H]2CC[C@@]34CCCN3C(=O)CCC[C@H]4C2)o1 | nt | nt | nt | -2.6 | -0.3 | -1.7 | nt | -0.7 | -1.6 | -0.3 | nt
C[C@H]1[C@@H](N)CC[C@@]23CCCN2C(=O)CCC[C@@H]13 | nt | nt | nt | -6.0 | 2.0 | 3.4 | nt | 2.5 | -0.6 | -1.1 | nt
O=c1c(Cc2ccc(Cl)cc2)c(O)ccn1Cc1cccs1 | 0.3 | 1.5 | -2.8 | 1.9 | 5.3 | -1.2 | -0.2 | -1.6 | -0.3 | -5.0 | -3.2
CCc1cccc(OCC(O)Cn2c(N3CCCCC3)nc3c2c(=O)[nH]c(=O)n3C)c1 (configuration not stated) | 0.0 | 1.0 | -2.8 | 0.8 | 0.5 | -2.6 | 0.1 | -0.7 | -0.7 | -24.5 | -0.3
COC(=O)c1ccc(C)c(NC(=O)CSc2sc3c(O)cc(=O)[nH]c3c2C#N)c1 | -0.1 | -1.0 | -1.8 | 4.1 | -11.7 | 3.4 | -0.3 | 0.3 | -1.4 | 0.7 | -0.1
COc1ccc2oc(=O)c(C(=O)NCCc3ccc(OC)c(OC)c3)cc2c1 | -0.2 | 0.2 | -0.5 | -4.4 | -17.4 | -0.5 | 1.1 | -1.2 | -0.6 | 2.3 | -0.5
COC(=O)[C@]12C[C@H](CC(=O)NCC3CCCCC3)C(=O)N(Cc3ccccc3)C1=C[C@H](C(C)C)O[C@@H]2C1CC1 | -0.4 | nt | -3.9 | 7.0 | 2.0 | 0.2 | nt | -0.6 | -1.3 | -3.1 | -2.1
S=C(c1ccc(N2CCOCC2)cc1)N1CCCCC1 | -0.1 | -0.1 | 2.8 | -3.6 | -0.9 | 1.5 | 0.5 | 1.2 | -0.6 | 0.3 | -1.6
CCCC1CCC(C(=O)Nn2c(C)nc3ccccc3c2=O)CC1 (configuration not stated) | -0.2 | -1.2 | -3.2 | -4.3 | -10.1 | -1.3 | -0.8 | -0.9 | -0.8 | 0.5 | -0.8
CC(C)Oc1ccccc1OC1(C)CCN(Cc2ccc(OC(F)(F)F)cc2)C1 (configuration not stated) | 0.6 | 1.9 | -2.3 | -5.7 | -6.1 | 2.5 | nt | 0.0 | -1.3 | -0.6 | -0.8
COC(=O)CCCn1nc(NC(=O)COc2ccc(F)cc2)cc1C | -0.4 | 2.6 | -3.0 | 2.2 | 2.0 | -0.5 | -1.1 | -0.1 | -1.1 | -6.6 | -3.2
COc1cc(/C=N/N2C(C)CCCC2C)cc(Br)c1O (configuration not stated) | 0.7 | 1.5 | -0.2 | 0.7 | 0.5 | -2.0 | 0.1 | -0.1 | -1.4 | -2.9 | -1.7
Cn1nc(C(F)(F)F)c(-c2ccc(Br)cc2)c1NC(=O)c1ccco1 | -0.7 | -2.8 | -3.3 | 0.6 | 10.1 | -1.5 | 1.6 | -0.4 | -1.5 | -7.1 | 0.5
COc1ccc(C(=O)/C=C/Nc2ccccn2)cc1 | 1.4 | -12.9 | -4.4 | -19.8 | -70.5 | 1.7 | -4.4 | -0.3 | -1.7 | 9.9 | -0.9
COc1cc(NC(=O)CCS(=O)(=O)c2ccc3c(c2)oc(=O)n3C)cc(OC)c1 | 1.4 | 0.8 | -2.3 | 8.7* | -4.0 | 2.6 | 1.2 | -0.5 | -0.6 | 1.4 | 0.5
CCC(=O)N[C@@H]1C=C[C@@H](CC(=O)NCc2ccccc2F)O[C@@H]1CO | 0.7 | nt | -4.8 | 1.9 | -0.2 | -1.1 | nt | 1.0 | -0.8 | 1.4 | -0.4
CCOC(=O)C1=NN(C(=O)c2ccc(C)cc2)C(O)(c2ccc(Cl)cc2)C1 (configuration not stated) | 0.1 | 1.6 | 1.7 | 4.8 | 1.5 | -2.0 | -0.2 | -0.7 | -1.1 | 3.3 | -1.8
COc1ccc(C2CC(c3ccc(F)cc3)n3nc(NS(C)(=O)=O)nc3N2)cc1 (configuration not stated) | 0.5 | 2.2 | -1.8 | -5.7 | -8.3 | -3.0 | 0.3 | 0.3 | -1.7 | 0.2 | -0.9
CCOC(=O)N1CCN(S(=O)(=O)N2CCCC(C(=O)NCCc3ccc(OCC)c(OCC)c3)C2)CC1 (configuration not stated) | 0.2 | -0.6 | -4.1 | -1.0 | 9.5 | -1.9 | -0.1 | -2.8 | -1.1 | -4.7 | -1.5
CC(C)(C)c1nn(-c2ccccc2)c2[nH]c(=O)c(CNc3ccc4c(c3)OCCO4)cc12 | -3.4 | -11.8 | -7.1 | -13.7 | -15.0 | -11.8 | -1.8 | -5.2 | -2.9 | 5.6 | 0.6
Cc1ccc(-c2noc(-c3ccccc3C(=O)NCC3CCCO3)n2)cc1 (configuration not stated) | 0.1 | 0.8 | 2.3 | -0.1 | -4.3 | 3.3 | 0.4 | 3.3 | -0.4 | 0.8 | -1.3
COc1ccc(N(CC(=O)NCc2ccccc2)S(=O)(=O)c2c(C)nn(C)c2C)cc1 | 0.0 | -1.4 | -0.3 | -5.3 | -4.8 | -0.6 | -1.1 | 0.0 | -1.6 | 1.5 | -1.4
COc1cccc(/C=N/NC(=O)CNC(=O)C(c2ccccc2)c2ccccc2)c1O | -1.5 | -2.8 | -0.1 | -5.2 | -8.7 | -8.0 | -1.4 | -2.7 | -0.8 | -1.1 | -4.3
COc1cc(/C=N/NC(=O)CCC(=O)NC2CCCCC2)ccc1C | 0.7 | -1.7 | -0.5 | 0.0 | -1.6 | -2.0 | 0.9 | 0.0 | -1.1 | -1.0 | -1.2
COc1cc(OC)cc(-c2c(-c3cccs3)c3cc(-c4ccc(C(N)=O)cc4)ccc3n2C)c1 | 0.7 | 2.2 | 4.6 | -5.7 | -17.2 | 1.3 | 1.1 | 1.0 | -0.9 | -0.2 | 0.8
CC(C)(C)OC(=O)N[C@@H](Cc1ccccc1)c1nnc(S(=O)(=O)Cc2ccccc2)o1 | -1.3 | nt | -10.5 | 1.3 | 7.8 | -6.3 | nt | -2.3 | -0.7 | -32.8 | -0.9
CCOc1ccsc1C(=O)OC | 0.6 | 0.7 | -1.7 | -2.4 | -4.3 | 1.2 | 0.4 | -0.2 | -1.3 | -3.9 | 1.0
CCN1CCN(CCCN(Cc2ccco2)C(=S)Nc2cccc(Cl)c2C)CC1 | 0.1 | -3.2 | -2.9 | -3.1 | 3.0 | -2.5 | 0.0 | 0.7 | -1.0 | 2.1 | -0.8
COc1ccc(S(=O)(=O)N2CCCCC2c2cc(C(=O)NCc3ccc(F)cc3)no2)cc1 (configuration not stated) | -0.9 | 3.2 | -0.3 | 7.5 | 13.2 | 1.8 | nt | -1.3 | -1.6 | -1.4 | -0.6
Cc1ccc(NC(=O)N2CCN(c3ccccn3)CC2)cc1 | 0.5 | 1.7 | -2.0 | -11.1 | -14.6 | 1.3 | -0.8 | -0.2 | -1.4 | 3.9 | 2.7
Cc1ccc(OCC(=O)Nc2ccc3c(c2)ncn3C)cc1 | 0.7 | 0.8 | 4.4 | -0.8 | -0.3 | 1.3 | 0.3 | -1.2 | -1.2 | 0.2 | -1.9
CCN(Cc1ccccc1)C(=O)/C=C/c1ccccc1[N+](=O)[O-] | 0.7 | 2.7 | -4.0 | -4.8 | -1.7 | 0.7 | 0.1 | 0.0 | -1.3 | -9.9 | 1.1
COc1ccccc1CCC(=O)Nc1ccc2c(c1)CN(CCCn1cccn1)CC2 | -0.2 | -0.6 | -1.0 | -4.1 | -6.8 | -1.8 | 0.1 | -2.7 | -0.3 | 0.9 | -0.8
CC(=O)OCCn1c2nc(=O)[nH]c(=O)c-2nc2cc(C)c(C)cc21 | 0.2 | 1.3 | -2.1 | -13.1 | -39.7 | 1.4 | -0.5 | 4.9 | -1.3 | 16.1 | 0.1
Cc1c(C)c2c(OCC(=O)NCc3ccccn3)cc3c(c2oc1=O)CCC(C)(C)O3 | -0.1 | -0.2 | 3.3 | -412.8 | i | -3.5 | -0.5 | -0.3 | -1.7 | 29.1 | 1.0
